# High-throughput results as filed in PubChem.
# hERG rescue: compounds protecting human hERG from proarrhythmic drug block. Q12809. CHO-hERG, FluxOR thallium flux, dofetilide IC70 present. activation (rescue from dofetilide block), less the hit threshold, % at 10 µM. 310,000 compounds, 0.51% hits. AID 1511;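 active means activation above the mean of controls blocked by dofetilide plus 5 SD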;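 further: thallium influx through hERG after potassium depolarization seen as dye fluorescence rise; in these data hits start at about 4.7%; inactives centre near -7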
# Target sequence (Q12809 whole entry, looked up): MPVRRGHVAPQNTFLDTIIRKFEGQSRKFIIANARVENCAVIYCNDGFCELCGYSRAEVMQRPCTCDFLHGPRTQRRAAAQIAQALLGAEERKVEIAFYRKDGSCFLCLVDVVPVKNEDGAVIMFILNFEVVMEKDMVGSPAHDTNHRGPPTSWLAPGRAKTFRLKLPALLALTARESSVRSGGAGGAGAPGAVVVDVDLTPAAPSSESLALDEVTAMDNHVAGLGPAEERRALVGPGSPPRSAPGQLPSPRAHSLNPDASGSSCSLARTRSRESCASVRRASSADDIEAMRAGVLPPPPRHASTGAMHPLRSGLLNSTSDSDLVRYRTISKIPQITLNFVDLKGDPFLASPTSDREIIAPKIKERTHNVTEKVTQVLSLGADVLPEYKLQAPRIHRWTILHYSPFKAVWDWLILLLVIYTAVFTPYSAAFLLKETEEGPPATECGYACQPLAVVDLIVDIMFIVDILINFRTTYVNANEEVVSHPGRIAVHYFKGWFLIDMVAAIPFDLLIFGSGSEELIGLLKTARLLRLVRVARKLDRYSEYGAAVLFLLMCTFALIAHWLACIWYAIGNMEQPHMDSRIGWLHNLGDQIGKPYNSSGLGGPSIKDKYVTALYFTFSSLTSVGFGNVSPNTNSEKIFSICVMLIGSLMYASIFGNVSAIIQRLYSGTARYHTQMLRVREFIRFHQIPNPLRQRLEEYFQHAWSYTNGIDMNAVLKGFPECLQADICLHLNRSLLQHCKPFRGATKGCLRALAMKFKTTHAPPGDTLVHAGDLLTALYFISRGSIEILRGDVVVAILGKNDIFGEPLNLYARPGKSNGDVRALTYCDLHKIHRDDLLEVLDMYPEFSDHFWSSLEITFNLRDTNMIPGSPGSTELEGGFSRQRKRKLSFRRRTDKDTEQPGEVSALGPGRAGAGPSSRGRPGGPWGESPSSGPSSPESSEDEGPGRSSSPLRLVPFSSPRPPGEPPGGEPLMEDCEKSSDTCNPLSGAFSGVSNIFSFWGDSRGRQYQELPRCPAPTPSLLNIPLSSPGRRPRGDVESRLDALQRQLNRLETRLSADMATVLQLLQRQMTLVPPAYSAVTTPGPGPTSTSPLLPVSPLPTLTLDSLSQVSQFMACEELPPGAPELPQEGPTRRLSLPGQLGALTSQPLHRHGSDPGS
# TRPC4 potent: TRPC4 (mouse) allosteric potentiation; HEK293 TRPC4beta/mu-opioid, DAMGO EC20, Fluo-4 Ca2+ flux; active compounds read high; B-score at 10 µM; Q9QUQ5; 310,000 compounds, 0.42% hits;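 active means B-score of calcium response area above 5 SD of library B-scores, with initial fluorescence ratio within 5 SD of library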;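 further: B-score of integrated fluorescence ratio over time as area under calcium response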
# DYRK1A inh: blocks rat Dyrk1A kinase activity; inhibition, % at 12.5 µM; 310,000 compounds, 0.43% hits; ADP-Glo luminescence, NFATc1 peptide; AID 504441; in the data active means inhibition above about 50%;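 further: plate controls were vehicle with enzyme for no effect and no enzyme for full effect; many of its hits are not listed in these tables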
# KCNK3 inh: human KCNK3 channel inhibition, primary screen | O14649 | 340,000 compounds, 0.84% hits | CHO-KCNK3 thallium flux, FluxOR fluorescence; active compounds read low | AID 602410 | B-score at 10 µM;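 active means B-score under library mean minus 4 SD, starting fluorescence ratio at most library mean plus 5 SD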;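 further: more negative B-score means stronger inhibition of thallium flux through KCNK3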
# TRPC4 agonist: activators of mouse TRPC4 channel; B-score at 10 µM; 310,000 compounds, 0.49% hits; Q9QUQ5; HEK293 TRPC4beta/mu-opioid, Fluo4 calcium fluorescence; active compounds read high;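 active means B-score above 5 SD of library B-scores, and initial fluorescence ratio not above library mean plus 5 SD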;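 further: positive B-score marks a calcium rise read as TRPC4 activation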
#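 Material: HEK293 stable line with TRPC4beta plus mu-opioid receptor; technique: Fluo4 calcium-sensitive dye fluorescence, kinetic, 1 Hz baseline; timing: Fluo4 dye loading 45 min at room temperature, 110 s recording; controls: assay buffer as low control, maximal DAMGO as high control; read-out: integrated baseline-normalised fluorescence ratio, converted to per-well B score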
# ANO1 activ: activators or potentiators of mouse TMEM16A chloride channel | B-score at 10 µM | HEK293 TMEM16A/YFP-H148Q/I152L, iodide quench fluorescence; active compounds read low | 340,000 compounds, 0.3% hits | Q8BHY3;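 active means fluorescence-ratio B-score plate-corrected deviation score at least 3 library SD below zero, with starting fluorescence score within 5 deviations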;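 further: channel opened by trigger with iodide after compound preincubation; score built on the fluorescence ratio of max minus min over baseline; more negative score means more quench and so TMEM16A activation or potentiation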
# KCNK9 block: inhibitors of human KCNK9 two-pore domain potassium channel; 310,000 compounds, 1.2% hits; Q9NPC2; B-score at 10 µM; HEK293 KCNK9, FluxOR thallium flux fluorescence; active compounds read low;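 active means ratio B-score over 3 SD below the library mean, with starting fluorescence within 5 SD of its mean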;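 further: negative B-score means less thallium flux so channel inhibition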
# ANO1 block: mouse TMEM16A channel inhibition, primary screen. HEK293 TMEM16A/YFP iodide influx fluorescence, ionomycin. normalized B-score (activity score, 25-100; higher = stronger inhibition) at 10 µM. 310,000 compounds, 1.2% hits. AID 588511;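 active means ratio plate-corrected score three or more library SD toward inhibition, starting fluorescence score within five deviations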;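 further: score derived from kinetic fluorescence span divided by baseline fluorescence per well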
# KCNQ1 act: potentiates or activates the human KCNQ1 potassium channel | AID 2648 | P51787 | 310,000 compounds, 0.35% hits | B-score at 10 µM | CHO-K1 KCNQ1, thallium flux FluxOR fluorescence; active compounds read high;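 active means fluorescence ratio B-score, a plate-corrected score, at least three library SD, with initial intensity B-score within 5 SD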
#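 Material: CHO-K1 cells stably expressing KCNQ1. Medium: assay buffer for compound exposure, DMSO matched across wells. Reagent: K+/Tl+ depolarizing stimulus. Compound dosing: single-concentration screen. Times: 37 °C overnight plating, 90-min dark dye load, 20-min compound pretreatment. Technique: FluxOR Tl+ flux fluorescence.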
# KCNQ1 block: blocks the human KCNQ1 potassium channel; B-score at 10 µM; CHO-K1 KCNQ1, FluxOR thallium flux fluorescence; active compounds read high; 310,000 compounds, 1.3% hits; AID 2642; P51787;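 active means compounds whose thallium flux B-score, printed positive for inhibition, exceeds three library SD while starting fluorescence stays within three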;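 further: channel opened by potassium depolarization with thallium stimulus after 20 min compound exposure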
# HDAC3 inhib: human HDAC3 inhibition; O15379; recombinant HDAC3, fluorogenic peptide/trypsin coupled, fluorescence; inhibition, % at 8.3 µM; 320,000 compounds, 0.15% hits; AID 2718; in the data active means inhibition above about 26%, passing the limit was not always enough; inconclusive means no clear call, values can overlap the other calls
# An asterisk follows results filed as active; i = inactive; ? = inconclusive; / = no result given. This is a subset. The share of hits here may be higher or lower than overall.
cpd	Molecule	hERG rescue	TRPC4 potent	DYRK1A inh	KCNK3 inh	TRPC4 agonist	ANO1 activ	KCNK9 block	ANO1 block	KCNQ1 act	KCNQ1 block	HDAC3 inhib
1	Cc1c(C(=O)OCC(=O)c2ccc3c(c2)OCCO3)oc2ccccc12	-12	i	-6	i	i	/	i	i	i	i	5
2	CCNc1nc(NC(C)C)nc(ON=C(C)C)n1	-8	i	/	/	i	/	i	i	i	i	-8
3	CCOC(=O)N1CCC(NC(=O)Cn2c3c(c(-c4ccccc4Cl)cc2=O)CCC3)CC1	-16	i	6	i	i	i	i	i	i	i	2
4	CC(=O)N(C)c1ccc(OCC(O)Cn2c(C)nc3ccccc32)cc1 (stereo not given)	-8	i	-7	i	i	i	i	i	i	i	-2
5	O=C(Cc1ccc(Br)cc1)NNC(=O)Nc1ccc(Cl)cc1	-11	i	-2	i	i	i	i	i	i	i	0
6	Cn1cc(CNC(=O)C2CCC(=O)N(Cc3ccccc3F)C2)cn1 (stereo not given)	-4	i	4	i	i	i	i	i	i	i	-1
7	Cc1ccc(OCCOCCN2CCCC2)c(Br)c1	-4	i	/	i	i	i	i	i	i	i	-3
8	CN1CCN(c2cc(=O)n(-c3ccc(Cl)cc3)c(=O)[nH]2)CC1	-17	i	-3	i	i	i	i	i	i	i	-1
9	COc1cc(C(C)=O)ccc1Oc1cnccn1	-4	i	0	i	i	i	i	i	i	i	2
10	O=C(CSc1nc2c([nH]c3ccccc32)c(=O)n1-c1ccc(F)cc1)NCc1ccco1	-6	i	-3	i	i	i	i	i	i	i	-1
11	CC(C)CC(=O)c1c[nH]c(C(=O)NCc2ccc(F)cc2)c1	-4	i	-1	i	i	i	i	i	i	i	3
12	O=C(NCc1nc2ccccc2[nH]1)c1cccc(S(=O)(=O)N2CCOCC2)c1	-11	i	-1	i	i	i	i	i	i	i	-4
13	COc1ccc(NC(=O)CSc2nnc(CN3CCOCC3)n2-c2ccccc2)cc1Cl	-6	i	1	i	i	i	i	i	i	i	1
14	Fc1ccc(-c2nn3c(C4COc5ccccc5O4)nnc3s2)cc1 (stereo not given)	-13	i	-2	i	i	i	i	i	i	i	6
15	O=C(NC1CCCc2ccccc21)C1CCN(S(=O)(=O)N2CCCCCC2)CC1 (stereo not given)	-12	i	-9	i	i	i	i	i	i	i	2
16	O=C(Nc1cccc(NC(=O)c2cccc(F)c2)n1)c1cccc(F)c1	-9	i	-1	i	i	i	i	i	i	i	14
17	CCCc1ccc2oc(C(=O)N(Cc3ccncc3)CC3CCCO3)c(C)c2c1 (stereo not given)	-13	i	-2	i	i	i	i	i	i	i	3
18	CCOC(=O)c1cccc(NC(=O)CC2Oc3ccccc3NC2=O)c1 (stereo not given)	-6	i	-3	i	i	i	i	i	i	i	10
19	CC(C)c1cc(C(C)C)c(S(=O)(=O)N2CCNCC2)c(C(C)C)c1	2	i	3	i	i	i	i	i	i	i	2
20	C=C1CSc2nc3ccccc3c(=O)n21	-3	i	7	i	i	i	i	i	i	i	-9
21	O=C(CN1CCN(S(=O)(=O)N2CCOCC2)CC1)Nc1cc(Cl)cc(Cl)c1	-3	i	1	i	i	i	i	i	i	i	0
22	CCN(CC(=O)NCc1cccs1)S(=O)(=O)c1ccc(F)cc1	-14	i	-3	i	i	i	i	i	i	i	-6
23	CCOc1ccc(-c2nn(-c3ccccc3)cc2/C=C2\SC(=S)N(Cc3ccco3)C2=O)cc1	-8	i	-1	i	i	i	i	i	i	i	5
24	CCCOc1ccc(N2C(=O)CC(N(Cc3ccccc3)N=O)C2=O)cc1 (stereo not given)	0	i	/	i	i	i	i	i	i	i	9
25	Cc1cc(C)c2c3c(sc2n1)C(c1ccccc1)C(C#N)=C(N)O3 (stereo not given)	-24	i	3	i	i	i	i	i	i	i	0
26	Cc1c(Br)c([N+](=O)[O-])nn1CC(=O)Nc1sc2c(c1C(=O)OC(C)C)CCC(C)C2 (stereo not given)	-8	i	-3	i	i	i	i	i	i	i	-8
27	C#CCOCCOCCOCCNc1nc(N2CCN(C(=O)[C@H]([C@@H](C)CC)n3cc([C@@H](N)Cc4ccc(O)cc4)nn3)CC2)nc(N2CCN(C(=O)[C@H]([C@@H](C)CC)n3cc([C@@H](N)CC(C)C)nn3)CC2)n1	-5	i	5	i	i	i	i	i	i	i	?
28	CC1(C)CC(=O)c2c(O)cc(O)cc2O1	-3	i	-13	i	i	i	i	i	i	i	3
29	Cc1ccccc1NC(=S)Nc1cccc([N+](=O)[O-])c1	1	i	13	i	i	i	i	i	i	i	0
30	O=C(COc1ccc(Cl)cc1)Nc1ccc(C(=O)O)cc1NC(=O)COc1ccc(Cl)cc1	-4	i	-1	i	i	i	i	i	i	i	5
31	CCOc1ccc(N(C)Cc2cc(=O)oc3ccc(OC)cc23)cc1	-9	i	-2	i	i	i	i	i	i	i	-2
32	CN1CCN(C(=O)C23CCC(C)(C(=O)C2Br)C3(C)C)CC1 (stereo not given)	-6	i	-6	i	i	i	i	i	i	i	7
33	C/C(=N\NC(=O)Cc1ccccc1)c1cccs1	-3	i	/	i	i	i	i	i	i	i	2
34	O=C(/C=C/c1ccccc1)N/C(=C/c1ccccc1)C(=O)NCCCO	-2	i	2	i	i	i	i	i	i	i	4
35	Cc1cccc(C)c1NC(=S)N(CCCN1CCN(C)CC1)Cc1cccs1	-2	i	/	i	i	i	i	i	i	i	1
36	C1CCN(CCCNC2C3CC4CC(C3)CC2C4)C1 (stereo not given)	-9	i	-7	i	i	i	i	i	i	i	-5
37	CCOCCCNC(=O)CCc1nnc2ccc(N3CCCCC3)nn12	-2	i	-1	i	i	i	i	i	i	i	1
38	O=C(N/N=C/c1ccccc1)c1cc(=O)[nH]c2ccccc12	-3	i	-2	i	i	i	i	i	i	i	-3
39	Cc1cc(OCC(=O)Nc2ccc(S(=O)(=O)N3CCN(C)CC3)cc2)cc(C)c1Cl	-1	i	1	i	i	i	i	i	i	i	-5
40	COc1ccc(C2CC(c3ccccc3O)=NN2C(=O)c2ccccc2)cc1OC (stereo not given)	-3	i	1	i	i	i	i	i	i	i	14
41	Cc1cccc[n+]1CC(=O)Nc1ccc([N+](=O)[O-])cc1	-4	i	/	i	i	i	i	i	i	i	14
42	Cc1cc(NC(=O)CSCC(=O)N(C)Cc2ccc(Cl)cc2Cl)no1	-16	i	7	i	i	i	i	i	i	i	4
43	COc1ccc2cc(C(c3nnnn3Cc3ccc(F)cc3)N3CCCCCC3)c(=O)[nH]c2c1 (stereo not given)	-14	i	2	i	i	i	i	i	i	i	/
44	CCC(C(=O)NCCCN1CCN(C)CC1)n1nc(C)c2sc3ccccc3c2c1=O (stereo not given)	-6	i	-9	i	i	i	i	i	i	i	-2
45	CCOc1ccc(CCNC(=O)C2CCCN(c3nn4c(=O)cc(C)nc4s3)C2)cc1OCC (stereo not given)	-7	i	6	i	i	i	i	i	i	i	10
46	CCC1CCCCN1c1nc(-c2cccc(OC)c2O)nc2ccccc12 (stereo not given)	-17	i	-4	i	i	i	-7.6*	i	i	i	4
47	CCOC(=O)CN(C(=O)COc1nc(-c2ccccc2)cc(C)c1C#N)c1ccccc1	-10	i	0	i	i	i	i	i	i	i	4
48	Cc1cc(N2CCN(S(=O)(=O)c3ccccc3)CC2)nc2c(C)cccc12	-7	i	-4	i	i	i	i	i	i	i	2
49	Cc1cc(C)cc(C(=O)NC(CC(N)=O)c2ccc(NCC3CC3)c([N+](=O)[O-])c2)c1 (stereo not given)	-2	i	-4	i	i	i	i	i	i	i	-1
